# Screening results as filed in PubChem.
# UGM FP inh – Mtb UDP-galactopyranose mutase inhibition. P9WIQ1. purified UGM, fluorescence polarization probe displacement. inhibition, % at 10 µM. 320,000 tested, 0.06% active; in the data active = inhibition above about 10%, passing the limit was not always enough; inconclusive = no clear call, values can overlap the other calls
# Target sequence (P9WIQ1 whole entry, looked up): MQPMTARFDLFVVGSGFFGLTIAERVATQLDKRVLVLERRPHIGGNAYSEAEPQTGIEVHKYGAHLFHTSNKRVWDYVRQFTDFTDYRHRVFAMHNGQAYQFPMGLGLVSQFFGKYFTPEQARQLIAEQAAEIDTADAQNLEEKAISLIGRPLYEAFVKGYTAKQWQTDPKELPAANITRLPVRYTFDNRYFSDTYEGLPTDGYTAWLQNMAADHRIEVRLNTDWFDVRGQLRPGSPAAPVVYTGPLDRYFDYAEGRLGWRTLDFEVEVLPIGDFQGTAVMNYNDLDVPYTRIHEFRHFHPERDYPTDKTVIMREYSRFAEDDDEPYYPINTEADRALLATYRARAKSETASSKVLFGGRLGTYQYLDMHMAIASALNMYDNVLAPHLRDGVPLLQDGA
# BoNT F protease – inhibitors of Botulinum neurotoxin F light chain protease; Multiplex microsphere protease cleavage assay, flow cytometry; inhibition, % at 10 µM; 360,000 tested, 0.22% active; AID 588497; in the data active = inhibition above about 35%, passing the limit was not always enough; inconclusive = no clear call, values can overlap the other calls; note: plate controls were buffer without enzyme for full effect and enzyme alone for no effect
# Mtb FBA inh – inhibitors of M. tuberculosis fructose-bisphosphate aldolase | 360,000 tested, 2.3% active | purified M. tuberculosis FBA, fluorescence read-out | AID 588726 | inhibition, % at 1 µM | P9WQA3; in the data active = inhibition above about 27%;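 note: 0% = vehicle and 100% = reference inhibitor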
# Target sequence (P9WQA3 whole entry, looked up): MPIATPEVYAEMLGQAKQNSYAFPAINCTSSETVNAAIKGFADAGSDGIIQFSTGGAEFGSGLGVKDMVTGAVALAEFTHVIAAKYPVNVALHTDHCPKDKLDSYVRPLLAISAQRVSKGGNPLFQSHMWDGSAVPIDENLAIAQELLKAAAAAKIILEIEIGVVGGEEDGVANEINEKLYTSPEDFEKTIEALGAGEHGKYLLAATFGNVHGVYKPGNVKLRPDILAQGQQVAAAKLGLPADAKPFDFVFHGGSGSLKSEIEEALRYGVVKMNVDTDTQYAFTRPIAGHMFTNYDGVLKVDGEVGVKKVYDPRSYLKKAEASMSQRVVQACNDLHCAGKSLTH
# PrPC TRFRET – reduces human prion protein on the cell surface; 370,000 tested, 0.43% active; inhibition, % at 13.8 µM; cell surface PrPC, TR-FRET read-out; P04156; in the data active = inhibition above about 24%; note: 0% = median of the test wells and 100% = reference compound wells
# GDH-TPI counter – GDH-TPI coupled enzyme inhibition counter-screen | GDH-TPI coupled enzyme counterscreen, NADH absorbance | AID 588335 | inhibition, % at 4.8 µM | 360,000 tested, 1.2% active; in the data active = inhibition above about 30%;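 note: 0% = DMSO wells and 100% = wells lacking the enzyme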
# Rv3671c protease – Rv3671c (M. tuberculosis) protease inhibition; P9WHR9; inhibition, % at 5.96 µM; 320,000 tested, 0.048% active; AID 2606; in the data active = inhibition above about 38%;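 note: extracellular domain of Rv3671c used as enzyme; 0% = enzyme with DMSO and 100% = no enzyme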
# Mtb BioA inh – blocks M. tuberculosis BioA enzyme activity; purified M. tuberculosis BioA enzyme, plate reader; inhibition, % at 9.99 µM; 360,000 tested, 0.096% active; AID 602481; in the data active = inhibition above about 40%; inconclusive = no clear call, values can overlap the other calls
# MazF activator – increases E. coli MazEF RNase cleavage of RNA | FAM/BHQ RNA-DNA oligo cleavage fluorescence, 5 h | activation, % at 20 µM | 350,000 tested, 0.32% active; in the data active = activation above about 50%
# Target sequence (P0AE70 whole entry, looked up): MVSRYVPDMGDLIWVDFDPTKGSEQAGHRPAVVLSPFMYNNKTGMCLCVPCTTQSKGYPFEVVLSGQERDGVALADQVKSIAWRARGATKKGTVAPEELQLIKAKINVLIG
# FadD28 binding – M. tuberculosis FadD28 bisubstrate binding inhibition; FadD28 bisubstrate probe binding, fluorescence polarization; inhibition, % at 12.5 µM; 360,000 tested, 0.22% active; AID 588549; in the data active = inhibition above about 8.5%, passing the limit was not always enough; inconclusive = no clear call, values can overlap the other calls
# * = called active by the depositor; ? = inconclusive; . = no result given.
SMILES,UGM FP inh,BoNT F protease,Mtb FBA inh,PrPC TRFRET,GDH-TPI counter,Rv3671c protease,Mtb BioA inh,MazF activator,FadD28 binding
COc1cccc(NC(=O)C(=O)N/N=C/c2cc(C)n(-c3ccc(Cl)c(Cl)c3)c2C)c1,4.5,-8,2,7,20,-35,-2.2,-19,0.3
C[C@]12CC[C@@H]3c4ccc(O)cc4CC[C@H]3[C@@H]1CC[C@@H]2OC(=O)CCC(=O)O,0.7,-4,2,12,4,1,-5.5,1,-0.6
CCn1c(SCC(=O)NC(C)c2ccccc2)nc2ccccc21 (stereo not given),0.1,5,1,.,-6,2,1.2,2,-1.8
COC(=O)c1sccc1NC(=O)c1ccco1,3.4,36*,4,-3,7,-1,-2.9,5,1.0
COC(=O)c1cc(NC(=O)c2cccc(F)c2)cc(C(=O)OC)c1,5.1,-1,-1,1,2,-5,-0.6,3,-4.6
O=C(CCn1c(=O)oc2ccccc21)N(Cc1ccccc1)c1ccccn1,-3.9,11,-1,-8,0,5,-1.5,-12,-5.3
COc1ccccc1CCNC(=O)C(=O)NCC1CCCN1S(=O)(=O)c1ccccc1 (stereo not given),1.8,9,1,3,5,0,-0.3,-5,-0.9
Nc1sc(-c2ccccc2)cc1C(=O)N/N=C/c1ccc(Cl)cc1,-2.2,.,2,6,8,-15,-2.6,2,0.0
COc1ccc(F)cc1C(=O)C1CCCN(C(=O)CSc2ccccn2)C1 (stereo not given),4.1,-5,-3,1,-2,-5,.,1,-4.3
Cn1c(N)c(C(=O)COC(=O)[C@H](Cc2ccccc2)N2C(=O)c3ccccc3C2=O)c(=O)n(C)c1=O,-1.6,2,0,-7,-8,-11,.,-2,-6.5
O=C(NC1CCCCCC1)C1CCC(CNS(=O)(=O)c2ccc(Br)s2)CC1 (stereo not given),-1.0,-2,4,-6,-7,-9,.,-9,-2.5
CCOc1ccc(C2=Nn3c(nnc3-c3ccccn3)SC2)cc1,2.4,-20,-2,2,7,5,-0.7,5,-3.0
O=C(NC(=S)Nc1ccc(Br)cn1)c1cccs1,0.0,0,0,0,1,7,1.3,-7,-0.3
O=C(COC(=O)CNS(=O)(=O)c1ccc(F)c(F)c1F)NC1CCCC1,0.4,0,-4,-1,5,-7,.,0,-2.7
N/C(=N\O)c1ccncc1,1.2,-16,1,3,-6,6,0.2,5,-0.3
O=C(CN1CCN(Cc2ccc(F)cc2Cl)C1=O)NCCCN1CCOCC1,2.3,-6,1,1,9,-13,0.2,1,-4.0
CCOC(=O)/C=C/C(=O)OCC(=O)NCc1ccccc1,3.2,-2,4,-6,0,-3,0.5,4,1.7
Cc1ccc(S(=O)(=O)N(C)CC(=O)NC2CCCC2)cc1,1.8,-6,2,2,-4,-4,-0.9,3,1.5
O=C(Nc1ccc(-c2nc3ccc(NC(=O)c4cccs4)cc3[nH]2)cc1)c1cccs1,0.5,13,4,19,51*,-2,.,-21,-4.3
COc1ccc(CCN(C)C(=O)CCc2nnc(-c3ccccc3)o2)cc1OC,-0.1,0,2,9,2,7,.,13,0.7
O=C(COc1ccc(F)cc1Br)Nc1ccccc1N1CCOCC1,.,-3,6,-1,7,.,0.0,0,-1.8
C1CCN(c2c3c(nc4nnnn24)CCCC3)CC1,-1.9,-16,1,-4,3,3,.,-3,-0.3
Cc1cc(C)cc(NC(=O)CCc2ccc(C)o2)c1,4.7,6,-2,11,-2,-2,-0.3,7,-0.7
CCCOc1ccc(C(C)=O)cc1CN1CCOCC1,0.0,-1,1,-3,3,-5,0.5,-7,2.0
COCCCNC(=S)N/N=C/c1cccc(OC)c1O,-4.8,.,5,-5,4,0,-0.2,12,?

# A draw from above in order of number of heavy atoms, rising.
SMILES,UGM FP inh,BoNT F protease,Mtb FBA inh,PrPC TRFRET,GDH-TPI counter,Rv3671c protease,Mtb BioA inh,MazF activator,FadD28 binding
C[C@]12CC[C@@H]3c4ccc(O)cc4CC[C@H]3[C@@H]1CC[C@@H]2OC(=O)CCC(=O)O,0.7,-4,2,12,4,1,-5.5,1,-0.6
COc1ccccc1CCNC(=O)C(=O)NCC1CCCN1S(=O)(=O)c1ccccc1 (stereo not given),1.8,9,1,3,5,0,-0.3,-5,-0.9
Cn1c(N)c(C(=O)COC(=O)[C@H](Cc2ccccc2)N2C(=O)c3ccccc3C2=O)c(=O)n(C)c1=O,-1.6,2,0,-7,-8,-11,.,-2,-6.5

# The list continues.
SMILES,UGM FP inh,BoNT F protease,Mtb FBA inh,PrPC TRFRET,GDH-TPI counter,Rv3671c protease,Mtb BioA inh,MazF activator,FadD28 binding
Cc1nc2cc(-c3ccccc3)ccc2o1,1.9,-3,0,7,-6,6,.,-2,-2.8
N#Cc1ccc(OCC(=O)NNC(=S)NC(=O)C2CC2)cc1,-0.7,-2,-2,-1,-1,5,.,4,-2.8
O=C(c1ccc2c(c1)OCCO2)C1CCN(C(=O)Nc2ccc(F)cc2)CC1,3.3,-5,1,8,-7,0,0.1,-1,0.4
Cc1ccc(C)c(NC(=S)NNC(=O)c2csc(C)c2C)c1,-0.2,-7,0,13,3,0,.,2,-1.1
O=C(Oc1ccc(Cl)c2cccnc12)c1cccc([N+](=O)[O-])c1,0.7,-10,-1,-9,15,1,.,6,-0.5
CC(C)Nc1nc(SCC(=O)Nc2ccccc2)nc(N2CCOCC2)n1,2.6,-8,2,11,0,-1,2.1,6,-1.0
CCc1c(C(=O)OCc2ccccc2)[nH]c(C)c1C,0.0,?,-2,0,1,2,.,-9,-4.1
C[C@]12CCC3C(CC[C@H]4C[C@@H](O)CC[C@]34C)C1C[C@@H](N)[C@@H]2O (stereo not given in full),-1.5,-2,0,0,2,0,-0.4,0,-1.2
CN(C)S(=O)(=O)c1ccc(N2CCCC2)c(C(=O)NC(c2ccccc2)c2ccccc2)c1,-0.9,-5,5,6,6,-11,-3.9,-4,-1.9
CCCCCCCSc1cc(OC)c(CCN(C)C)cc1OC,-0.4,-1,4,-5,9,11,.,13,-3.7
CNC(=O)COc1ncnc2sccc12,.,10,1,5,1,.,0.7,4,0.3
CCCCCCNc1nc(NCc2ccco2)nc(OCC)n1,1.4,-1,-3,3,0,-9,2.5,0,-5.1
CC(=O)c1ccc(NC(=O)CSc2ccc(-c3ccc(-n4cccn4)cc3)nn2)cc1,1.4,6,0,1,5,-7,.,-81,-2.4
Cc1ccc(C(C(=O)Nc2ccc3c(c2)OCO3)N(C)C(=O)Cc2c[nH]c3ccccc23)cc1 (stereo not given),1.2,20,0,-1,8,-1,.,2,-2.3
O=C(CSc1nnc(CNC(=O)c2ccc(F)cc2)o1)Nc1ccc2c(c1)OCCO2,-2.9,-1,0,5,6,-4,-0.3,-17,0.7
Cc1ccc(CNC(=O)C2CC3Cn4c(nc5cc(Cl)c(Cl)cc54)C3N2C)o1 (stereo not given),1.4,2,1,8,2,-8,0.0,8,-4.3
CCOC(=O)c1c(C)c(C(=O)N(C)C2CCCCC2)c(C)n1C,-1.1,4,1,4,0,0,-0.4,4,-0.6
CC1=C(C(=O)N2CCCCCC2)CC(CC(=O)NC2CCCCC2)C(=O)N1Cc1ccccc1 (stereo not given),.,-12,-3,0,.,.,0.3,.,-6.7
Cc1ccc2c(c1)NCC(C(=O)NC1CCCCC1)O2 (stereo not given),1.6,7,3,.,7,2,-0.8,-28,-0.9
CCOC(=O)C1CCN(C(c2cc(OC)c(OC)c(OC)c2)c2sc3nc(C)nn3c2O)CC1 (stereo not given),-2.6,-13,7,-5,18,-5,-4.8,7,0.3
COC(=O)C1=C(c2ccc(F)cc2OCc2ccccc2)C[C@@H]2CC[C@H]1N2C(=O)NCc1ccc(C(F)(F)F)cc1,1.0,-8,-4,11,2,-14,-2.7,-6,-6.4
CCCn1c(=O)c(C(=O)Nc2ccccc2C)c(O)c2ccccc21,-1.7,?,-1,-4,-1,0,-3.1,4,-2.7
O=C(NC1CCCCC1)c1sc(=S)n2c1[nH]c(=O)c1ccccc12,4.9,5,-2,1,9,7,3.1,-1,2.4
CCCCCn1c(=O)c(C(=O)Nc2nc3ccccc3[nH]2)c(O)c2ccccc21,0.2,?,1,1,13,5,-0.1,-3,-2.1
CCc1ccc(C(=O)COC(=O)C2CCN(c3ccc(C(F)(F)F)cn3)CC2)cc1,-0.7,6,1,-4,8,11,-0.6,-3,0.5
# New compounds follow
SMILES,UGM FP inh,BoNT F protease,Mtb FBA inh,PrPC TRFRET,GDH-TPI counter,Rv3671c protease,Mtb BioA inh,MazF activator,FadD28 binding
O=C(COc1cccc2c1CCN(Cc1ccccc1)C2=O)N1CCCCC1,-2.8,-3,0,29*,1,-5,.,4,-3.9
CN(Cc1ccccc1N1CCCC1)C(=O)c1cc2ccccc2o1,-1.0,11,-1,-3,-3,-3,3.8,-19,-2.5
CC1CC(C)CN(c2oc(-c3ccccc3Cl)nc2C#N)C1 (stereo not given),-1.1,-2,4,4,5,-6,-3.2,13,2.5
COc1ccc(OCCNC(=O)c2ccccc2OCC(=O)N2CCCCC2)cc1,0.2,-5,4,9,1,0,-4.4,-3,-1.1
Cc1ccc(-c2ccc(OC(=O)c3ccc(=O)[nH]c3)c(C)c2)cc1,0.0,4,7,2,12,-2,-1.7,3,0.0
COc1cccc(CCN2CCC(CNS(=O)(=O)c3cc(-c4cc(C)no4)ccc3C)CC2)c1,1.3,-10,4,-9,-1,-4,0.9,0,-4.5
CN(C)CCNC(=O)COc1ccc(Cl)cc1Cl,0.1,1,-5,-14,-13,10,0.6,-1,-4.8
CCN(CC(=O)Nc1ccc(NC(C)=O)cc1)C(=O)c1ccccc1SCC(=O)N1CCCC1,0.8,1,-1,-4,0,-14,-0.1,-6,-1.3
COc1ccc(NC(=O)CSc2nnc3ccc(-c4ccccn4)nn23)cc1,3.5,3,0,-1,2,-2,0.0,3,-0.1
Cc1ccc(-n2ncc3c(NCCCN4CCOCC4)ncnc32)c(C)c1,-0.8,-8,6,-3,12,0,-2.6,-6,0.2
C=CCN(C(=O)Cn1ncc2c1-c1cc(C)ccc1OC2)c1ccccc1,2.6,-5,-1,9,7,-1,2.1,2,-2.8
O=C(O)COc1ccccc1-c1nc(-c2ccccc2)c(-c2ccccc2)[nH]1,1.1,?,88*,3,6,-2,0.8,3,?
CN(Cc1cccs1)C(=O)COc1cccc2c1OC(C)(C)C2,-2.5,-6,0,-1,0,8,.,6,-2.7
CC12CNCC(C)(CN(C3(O)C(=O)Nc4ccc(Br)cc43)C1)C2=O (stereo not given),1.8,-4,3,-6,-3,-4,.,5,-2.5
Oc1ccc(/C=N/NP(=S)(c2ccccc2)c2ccccc2)c(O)c1O,-0.9,0,0,-4,8,-7,1.8,4,1.4
COc1ccc(NC(=O)CC2S/C(=N\c3nccs3)N(C)C2=O)cc1 (stereo not given),-0.5,-6,-1,3,1,-11,.,5,-2.1
CN(CCCN1CCCCC1)C(=O)c1cc(COc2ccc(F)cc2F)on1,0.8,1,1,-5,0,9,-0.5,2,-3.4
O=C(c1ccc(Cl)c([N+](=O)[O-])c1)N(c1ccccn1)c1ccccn1,0.0,8,4,-16,-3,-10,-0.5,2,0.1
CCOP(=S)(OCC)Oc1cc(C)oc(=O)c1,-0.8,2,0,6,10,3,.,5,-3.1
COCCNC(=O)C(=O)NCCN1CCNCC1,1.7,-3,2,-3,-6,-5,.,-6,0.1
COc1cc(C(C)=O)ccc1OCC(=O)Nc1ccccc1N1CCCCC1,2.0,?,-2,-2,2,-4,1.5,-2,-3.0
CC1CC(C)CN(C(=O)C2CCN(S(=O)(=O)c3cccs3)CC2)C1 (stereo not given),-0.4,6,-1,-4,-2,7,-2.0,3,-1.6
CCOc1ccc(S(=O)(=O)Nc2cc(SCC(=O)O)c(O)c3ccccc23)cc1,1.4,1,2,-19,9,.,-0.2,3,0.7
COc1cccc(CNC(=O)COC(=O)C23CC4CC(CC(Cl)(C4)C2)C3)c1,-2.1,5,-3,-4,2,7,0.2,2,-3.0
CCCOC(=O)c1ccc(NC(=O)c2cccc(S(=O)(=O)N3CCN(C(C)=O)CC3)c2)cc1,0.1,1,-2,5,-1,-4,0.8,3,-1.4
Cc1ccc(C)c(Oc2ncnc(N)c2[N+](=O)[O-])c1,0.2,-4,-1,-2,1,8,.,-8,-6.1
